Shiga inhibitor: inhibitors of Shiga toxin in Vero cells. Vero cells, Shiga toxin protein synthesis inhibition reporter. hit rate 9.2% among 290,000. inhibition, % at 38.7 µM; in the data active = inhibition mostly above about 28%, no sharp cut-off; inactive = mostly below about 43%; note: 0% is about no effect
Pf growth 96h: inhibits malaria parasite growth, 96 h; P. falciparum luciferase reporter growth, 96 h; hit rate 6.9% among 320,000; Potency, µM (series often up to 28.7 µM), for the others: at the top dose activity change, negative = inhibition, most hits filed as inhibitors; note: potency is the fitted concentration of half-maximal effect; % is set by controls: 0 for no effect and ±100 for the full control effect
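Plates of compound plus infected erythrocytes (2% hematocrit, 0.05% parasitemia final) incubate 96 hours, 37 C, 5% CO2. Detection reagent added; reduced luminescence from the parasites' luciferase reporter flags inhibition.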
TbPYK inhibitor: T. brucei pyruvate kinase inhibition. TbPYK enzyme, Kinase-Glo Plus ATP luminescence, 45 min. Potency, µM (highest dose often 76.8 µM), for inactives: top-dose activity, negative = inhibition, hits mostly inhibitors. hit rate 0.12% among 410,000. AID 624173; note: potency is the fitted concentration of half-maximal effect; % is set by controls: 0 for no effect and ±100 for the full control effect; nearly all actives have a fitted effect of over 50% in size
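Readout: single end-point luminescence (Kinase-Glo Plus, 10 min). Reaction conditions were TbPYK/substrate plus 130 uM ADP, 45 min at RT, pH 7.2 TEA buffer. No-enzyme wells served as controls, and data were normalized before concentration-response fitting.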
CHX counter: affects cycloheximide protein synthesis inhibition readout, counter-screen; cell reporter, cycloheximide protein synthesis inhibition counterscreen; AID 2314; hit rate 12% among 300,000; max response, %; in the data active = max response mostly above about 13%, no sharp cut-off; inactive = mostly below about 14%; note: read at 38.3 µM for the half of the compounds with a filed dose; 0% is about no effect
HCV inh: inhibitors of hepatitis C virus infection | Huh7.5.1 HCVcc-Cre infection, luciferase reporter, 44 h | hit rate 3.4% among 340,000 | AID 651820 | Potency, µM (doses to about 41.8 µM), for inactives: at the top dose activity change, negative = inhibition, hits mostly inhibitors; note: potency is the fitted concentration of half-maximal effect; % is set by controls: 0 for no effect and ±100 for the full control effect
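1,000 cells/well; 4 h culture; + compound; + HCVcc-Cre (~0.5 moi); 44 h; luciferase substrate, RT 15 min; read 15 sec.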
LmPK inh: LmPK (Leishmania mexicana) enzyme inhibition | Q27686 | purified LmPK, Kinase-Glo ATP luminescence, 1 h | Potency, µM (top dose mostly 57.5 µM), without a hit: at the highest dose activity change, negative = inhibition, most hits filed as inhibitors | hit rate 0.37% among 290,000 | AID 1721; note: potency is the fitted concentration of half-maximal effect; % is set by controls: 0 for no effect and ±100 for the full control effect
Target sequence (Q27686 whole entry, looked up): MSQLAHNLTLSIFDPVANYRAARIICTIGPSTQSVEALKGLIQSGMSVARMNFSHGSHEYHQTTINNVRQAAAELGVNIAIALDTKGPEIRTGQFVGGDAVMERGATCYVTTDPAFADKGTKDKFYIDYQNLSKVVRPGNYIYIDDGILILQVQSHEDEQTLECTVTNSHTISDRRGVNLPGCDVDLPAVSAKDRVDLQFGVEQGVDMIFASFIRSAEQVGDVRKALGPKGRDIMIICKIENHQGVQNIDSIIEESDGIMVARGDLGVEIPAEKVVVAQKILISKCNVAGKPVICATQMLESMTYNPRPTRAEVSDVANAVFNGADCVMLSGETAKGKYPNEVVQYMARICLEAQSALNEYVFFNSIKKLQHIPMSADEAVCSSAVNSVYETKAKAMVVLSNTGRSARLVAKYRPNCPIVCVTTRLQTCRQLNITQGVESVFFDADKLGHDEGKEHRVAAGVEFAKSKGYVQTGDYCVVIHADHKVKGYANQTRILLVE
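In 50 mM imidazole pH 7.2 with 7 mM MgCl2, LmPK (0.1 nM) turned over PEP (0.5 mM) and ADP (0.1 mM) for 1 h at room temperature. Luciferase read-out of ATP.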
Pf growth 48h: inhibits P. falciparum growth in the first generation, 48 h; P. falciparum luciferase growth in erythrocytes, 48 h; Potency, µM (titrated, usually from 28.7 µM), inactives show at the top dose activity change, negative = inhibition, actives largely listed as inhibitors; hit rate 5.9% among 310,000; note: potency is the fitted concentration of half-maximal effect; % is set by controls: 0 for no effect and ±100 for the full control effect
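Cell-based growth assay: transgenic P. falciparum expressing firefly luciferase, cultured in red cells within RPMI 1640 containing 0.5% w/v Albumax, 24 mM bicarbonate and gentamycin. A drop in luciferase activity indicates inhibition.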
Active calls of the source: *; ? = inconclusive; · = not tested or not shown; & = joins results of further samples; [ ] = remark or other dose. Unless noted, calls come from the whole dose curve; as a rule, active = well fitted curve in the direction sought with a large enough effect; inconclusive = small, poorly fitted or top-dose-only effect, or another doubt; inactive = no such curve, though single readings can be large; an effect the other way counts as inactive or inconclusive.

SMILES	Shiga inhibitor	Pf growth 96h	TbPYK inhibitor	CHX counter	HCV inh	LmPK inh	Pf growth 48h
CCOC(=O)c1c(CSC(=N)N)n(-c2ccccc2)c2cc(Br)c(OC(C)=O)cc12	-13	2.1µM*	-2%	-2	-61%	8%	2.9µM*
C=C(C)c1cccc(C(C)(C)NC(=O)NCC2COCCO2)c1 (configuration not stated)	5	0%	1%	4	-3%	-2%	9%
CC1CCCN(S(=O)(=O)c2ccc(S(=O)(=O)N3CCC4(CC3)OCCO4)cc2)C1 (configuration not stated)	-9	12%	3%	11	5%	0%	4%
COC(=O)[C@@]12CCCN1[C@H](c1ccc(-c3ccc(OC)cc3)cc1)[C@@H]1C(=O)N(C)C(=O)[C@@H]12	·	9.3µM*	10%	·	?	·	5.9µM*
COc1ccc(NCc2ccccc2[N+](=O)[O-])cc1OC	4	?	-18%	4	-5%	3%	?
Cc1nc2ccccc2n1CC(=O)NC1CCCCCC1	9	?	-3%	-2	?	-18%	-13%
COc1ccc(Cn2nnnc2C(CC(C)C)N2CCC(C(N)=O)CC2)cc1 (configuration not stated)	77*	?	-16%	44*	2%	1%	-10%
Cc1cc(C)cc(NC(=O)C2CCCN(c3ncccn3)C2)c1 (configuration not stated)	2	?	-5%	11*	-6%	0%	0%
CNS(=O)(=O)c1ccc(NC(=O)c2cnn3c(C(F)F)cc(-c4ccccc4)nc23)cc1	-15	?	4%&-8%	-5	?	13%[11.5 µM]	12%
O=C1CCc2cc(NS(=O)(=O)c3cc(F)ccc3F)cc3c2N1CC3	·	23%	-2%	·	13%	·	?
O=C(O)/C(=C\c1cn(-c2ccccc2)nc1-c1cccnc1)NC(=O)c1ccccc1	18	?	0%	-1	11%	-1%	31%[activator]
CC(C)N(CCn1c(SCC(=O)Nc2cccnc2Cl)nc2ccccc2c1=O)C(C)C	·	5.9µM*	-1%	·	?	·	?
COC(=O)c1c(NC(C)=O)sc(C(=O)Nc2ccccc2C)c1C	8	33%[activator]	0%	9	-6%	-2%	-2%
COCC(C)n1c(C)cc(C(=O)CSc2ccc(NC(C)=O)cc2)c1C (configuration not stated)	52*	·	-3%	26*	-15%	0%	33%[activator]
CCOc1ccccc1/C=N/NC(=O)C[n+]1ccccc1	·	?	0%	·	-9%	·	?
CCC(C)NCC(=O)Nc1ccc([N+](=O)[O-])cc1C(=O)Nc1ccccc1F (configuration not stated)	13	?	5%	10	?	3%	?
CCN(Cc1ccccc1)S(=O)(=O)c1ccc(C(=O)N(CCCN(C)C)c2nc3c(F)cccc3s2)cc1	-3	-17%	4%	-4	-20%	11%	?
CC12CCC(C(=O)Nc3nc4ccccc4s3)(OC1=O)C2(C)C (configuration not stated)	85*	0%	-3%	29*	10%	-2%	57%[activator]
Cc1ccsc1C(=O)NN=C1CCCCCC1	96*	?	2%	51*	6%	2%	7%
O=C(Cc1ccc(Cl)cc1)NCc1nc(-c2ccccc2)no1	-5	-25%[1.15 µM]	·	17	·	0%	4%
COc1ccccc1C(=O)COC(=O)CSCC(=O)Nc1cc(C)on1	·	11%	-5%	·	4%[8.37 µM]	·	37%[activator]
COc1cc(CNC2CCCCCCC2)c(Br)cc1OCCO	-6	?	6%	-2	?	-3%	?
CCOc1cc(NC(=S)NCC2CCCO2)c(OCC)cc1NC(=O)CC(C)C (configuration not stated)	2	?	-6%	2	-15%	6%	8%
Cc1cccc(OCC(=O)Nc2ccccc2F)c1	75*	24%	0%	44*	8%	-18%	67%[activator]
CSCCC(=O)N1CCCC(CNC(=O)c2ccc(-c3ccccc3)cc2)C1 (configuration not stated)	18	?	1%	12	-11%	-6%	-14%

Reprinted from the part before: 2 entries, followed by the next part.
SMILES	Shiga inhibitor	Pf growth 96h	TbPYK inhibitor	CHX counter	HCV inh	LmPK inh	Pf growth 48h
Cc1cccc(OCC(=O)Nc2ccccc2F)c1	75*	24%	0%	44*	8%	-18%	67%[activator]
CSCCC(=O)N1CCCC(CNC(=O)c2ccc(-c3ccccc3)cc2)C1 (configuration not stated)	18	?	1%	12	-11%	-6%	-14%
O=C(c1cccs1)N1CCC(c2nc(-c3ccc(S(=O)(=O)N4CCOCC4)cc3)no2)CC1	23	?	-2%	-3	-9%	4%	?
CCOP1(=S)Oc2cc3c(cc2C(C(=O)OC)(C(F)(F)F)O1)OCO3 (configuration not stated)	-19	·	?	-4	-3%	-9%	3%
O=C(Nc1cc(C(F)(F)F)ccc1N1CCCCC1)c1cccc([N+](=O)[O-])c1	-15	?	-1%	-3	?	3%	15µM*
O=C(NC(=O)N1CCSCC1)c1c(Cl)cccc1Cl	-9	?	-6%	-2	9%	-12%	?
Cc1ccccc1C(=O)Nc1cccc(C(=O)Nc2ccccc2C(=O)O)c1	-3	-26%	7%	-2	16%	-5%	4%
CC(C)(C)OC(=O)N1CCC(Cc2cc(-c3ccccc3)no2)(C(=O)O)CC1	-5	76%[activator]	-6%	-2	-4%	-5%	38%[activator]
Cc1ccccc1NC(=O)/C(=C/c1ccco1)c1ccccc1	-3	?	-6%	2	-14%	5%	·
O=C(NCCc1ccccc1)C1CCC(=O)N(Cc2ccc(Cl)cc2)C1 (configuration not stated)	4	-1%	2%	-1	7%	0%	78%[activator]
O=C(Oc1ccc2ccccc2c1)c1cncc(Br)c1	-13	53%[activator]	-2%	2	6%	4%	·
O=c1c2ccccc2nc(SCc2cn3ccsc3n2)n1-c1ccc(F)cc1	2	?	-9%	1	-6%	7%	?
COc1ccc(CC(=O)Oc2ccc(Br)cc2F)cc1S(=O)(=O)N1CCOCC1	·	21%	2%	·	17%	·	11%
Cc1ccc(NC(=O)CCN2C(=O)C3CCCCC3C2=O)cc1[N+](=O)[O-] (configuration not stated)	·	14%	-4%	·	-15%	·	1%
CC1=Nn2c(nc(-c3ccccc3)c2-c2ccccc2)NC(=O)C1Br (configuration not stated)	3	32%	2%	-1	8%	4%	·
CCCn1c(=NC(=O)CCS(=O)(=O)c2ccccc2)sc2cc(S(N)(=O)=O)ccc21	·	?	0%	·	?	·	?
CCN(CC(=O)Nc1ccccc1OC)CC(=O)Nc1ccccc1-c1ccccc1	-20	9%	16%	-4	?	0%	?
CCOC(=O)CNC(=O)Cn1cnc2c(nnn2-c2cccc(OC)c2)c1=O	1	13%	-7%	-2	15%	-13%	-6%
Cc1c(C)c2ccc(OCC(=O)N3CCOCC3)c(C)c2oc1=O	25	-25%	-10%	20*	-11%	1%	24%
Cc1ccc(NC(=O)COc2ccccc2C(=O)NCCN(C)C)cc1	21	-4%	·	5	·	0%	10%
C=CCn1c(SCc2cccc(OC)c2)nnc1-c1ccncc1	-9	?	1%	-3	-6%	-1%	?
CC1C(=O)N2CCCc3cc(S(=O)(=O)N(C)Cc4ccccc4)cc1c32 (configuration not stated)	3	19%	-4%	-4	8%	0%	-3%
O=C(c1cccs1)N1CCCc2ccccc21	-4	15%	0%	-3	?	0%	-14%
Cc1ccc(Oc2ccccc2NC(=O)C2=COCCO2)cc1	·	-12%	3%	·	2%	·	?
O=C(c1ccco1)N1CCCC(c2nc3c(nnn3Cc3ccccc3)c(=O)[nH]2)C1 (configuration not stated)	-7	-6%	-3%	-3	-12%	3%	?
Cc1cc(C)c(C#N)c(SCC(=O)Nc2ccc(S(=O)(=O)Nc3onc(C)c3C)cc2)n1	-15	?	-3%	-8	1%&9%	1%	-13%
CC1CN(c2oc(Cc3cccc4ccccc34)nc2C#N)CC(C)O1 (configuration not stated)	-9	?	-4%	-3	-20%	9%	·
(list continues)
SMILES	Shiga inhibitor	Pf growth 96h	TbPYK inhibitor	CHX counter	HCV inh	LmPK inh	Pf growth 48h
COc1cccc(C2C(C(=O)c3cccs3)=C(O)C(=O)N2CCN2CCOCC2)c1 (configuration not stated)	-4	-10%	2%	9	?	3%	·
CCC1(C)NC(=O)N(CC(=O)N2CCC(Cc3ccccc3)CC2)C1=O (configuration not stated)	·	-10%	-9%	·	-2%	·	-18%
O=C(Cc1n[nH]c(=O)c2ccccc12)OCC(=O)N(Cc1ccccc1)Cc1ccccc1	-12	16%	-4%	-1	?	7%	-13%
O=C(CCCCCCN1C(=O)c2ccccc2C1=O)Nc1nccs1	8	12%	1%	1	8%	2%	?
CCOc1ccc(NC(=O)CCN2CCN(S(=O)(=O)c3cc(Cl)ccc3OC)CC2)cc1	-2	2.6µM*	-9%	-2	?	3%	?
CN(C)C(=O)c1cn(-c2ccccc2)nc1-c1cccs1	11	9%	2%	-3	?	-3%	·
Cn1c(/N=C/c2ccc3c(c2)OCO3)nc2ccccc21	-3	-15%	-15%	-1	20%	13µM*	2%
CCOc1ccc(N=C2NC(=O)S/C2=C\c2ccc(OC)cc2)cc1	-16	-7%	2%	-2	11%	13%	·
CCCC1CC(c2csc(N)n2)CCO1 (configuration not stated)	-9	13%	4%	-7	-1%	2%	2%
O=C(c1ccc(Oc2ccc([N+](=O)[O-])cc2Cl)cc1)N1CCCC1	3	8%	-4%	-5	-14%	1%	?
CN(CC(=O)Nc1ccccc1Br)C(=O)c1ccncc1	27	?	-32%	12	?	-3%	-8%
COc1ccc(NC(=O)Cc2ccccc2)cn1	47	5.2µM*	-2%	0	16%	-1%	33%[activator]
O=c1[nH][nH]c(C(F)(F)F)c1C=Nc1ccccc1	-14	8%	0%	-2	5%	-5%	36%[activator]
CN1C(=O)/C(=C/c2ccc(-c3ccccc3[N+](=O)[O-])o2)SC1=Nc1ccc(Cl)c(C(=O)O)c1	-6	?	-14%	-2	-7%	-2%	5%
O=C(c1ccccc1)N1CCC(CC2CC(c3ccc(Cl)cc3)=NO2)(C(=O)NCC2CCCCC2)CC1 (configuration not stated)	-1	1µM*	3%	-1	18%	3%	?
CCOC(=O)C1=C(C)NC2=C(C(=O)CCC2)C1c1ccsc1 (configuration not stated)	-8	10%	·	1	·	2%	-13%
Cc1nnc(N/N=C/c2ccc(-c3ccc(Br)cc3)o2)n1N	62	3.7µM*	-1%	15	?	2%	?
CC1Cc2nc(SCC(=O)N3CCN(c4ccccc4)CC3)n(CCc3ccccc3)c(=O)c2S1 (configuration not stated)	19	?	-6%	7	?	1%	9.3µM*

An excerpt from above in order of formula weight, ascending:
SMILES	Shiga inhibitor	Pf growth 96h	TbPYK inhibitor	CHX counter	HCV inh	LmPK inh	Pf growth 48h
CCCC1CC(c2csc(N)n2)CCO1 (configuration not stated)	-9	13%	4%	-7	-1%	2%	2%
O=C(CCCCCCN1C(=O)c2ccccc2C1=O)Nc1nccs1	8	12%	1%	1	8%	2%	?
O=C(Cc1n[nH]c(=O)c2ccccc12)OCC(=O)N(Cc1ccccc1)Cc1ccccc1	-12	16%	-4%	-1	?	7%	-13%
CCOc1ccc(NC(=O)CCN2CCN(S(=O)(=O)c3cc(Cl)ccc3OC)CC2)cc1	-2	2.6µM*	-9%	-2	?	3%	?
CC1Cc2nc(SCC(=O)N3CCN(c4ccccc4)CC3)n(CCc3ccccc3)c(=O)c2S1 (configuration not stated)	19	?	-6%	7	?	1%	9.3µM*
O=C(c1ccccc1)N1CCC(CC2CC(c3ccc(Cl)cc3)=NO2)(C(=O)NCC2CCCCC2)CC1 (configuration not stated)	-1	1µM*	3%	-1	18%	3%	?

Bioassay records from PubChem.
